FLuc counter: counter-screen for miR-21 project: firefly luciferase inhibitors or activators. actives 6.9% (n = 360,000). P08659. purified FLuc, Km substrates, luminescence inhibition. AID 588342. Potency, µM (highest dose often 57.5 µM), inactives show at the highest dose activity change, negative = inhibition, usual class: inhibitors;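 also: potency is read from the fitted curve at half-maximal effect; plate controls were vehicle for no effect and reference inhibitor for full effect; nearly all actives have a fitted effect of over 55% in size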
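Purified P. pyralis luciferase (10nM final) with 10uM D-luciferin and 10uM ATP (Km levels) in 50mM Tris acetate pH 7.5, 10mM Mg acetate, 0.01% Tween-20, 0.05% BSA; qHTS 6-point titration, ~60 µM downward; luminescence read.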
Rab9 prom act: activates the Rab9 promoter; Huh7 Rab9 promoter-luciferase reporter, luminescence, 24 h; Potency, µM (highest dose often 9.22 µM), without a hit: at the highest dose activation, negative = inhibition, actives largely listed as activators; actives 2.8% (n = 320,000); AID 485297; also: potency is read from the fitted curve at half-maximal effect; % of control where 0% means no effect; nearly all actives have a fitted effect of over 60% in size
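Stable Rab9-luc Huh7, 1500 cells/well, 2 h settle; cmpd in DMSO, 24 h, 37 °C/5% CO2; luciferase reagent 10 min RT; luminescence.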
PKM2 activator: activators of human pyruvate kinase M2. AID 1631. actives 0.34% (n = 260,000). purified PKM2, Kinase-Glo ATP luminescence, activation; response scale: 0% is enzyme alone, no compound. P14618. Potency, µM (doses to about 57.5 µM), without a hit: at the highest dose activation, most hits filed as activators; also: potency is read from the fitted curve at half-maximal effect; % is scaled to controls: 0 for no effect and ±100 for the full control effect; nearly all actives have a fitted effect of over 55% in size
Target sequence (P14618 whole entry, looked up): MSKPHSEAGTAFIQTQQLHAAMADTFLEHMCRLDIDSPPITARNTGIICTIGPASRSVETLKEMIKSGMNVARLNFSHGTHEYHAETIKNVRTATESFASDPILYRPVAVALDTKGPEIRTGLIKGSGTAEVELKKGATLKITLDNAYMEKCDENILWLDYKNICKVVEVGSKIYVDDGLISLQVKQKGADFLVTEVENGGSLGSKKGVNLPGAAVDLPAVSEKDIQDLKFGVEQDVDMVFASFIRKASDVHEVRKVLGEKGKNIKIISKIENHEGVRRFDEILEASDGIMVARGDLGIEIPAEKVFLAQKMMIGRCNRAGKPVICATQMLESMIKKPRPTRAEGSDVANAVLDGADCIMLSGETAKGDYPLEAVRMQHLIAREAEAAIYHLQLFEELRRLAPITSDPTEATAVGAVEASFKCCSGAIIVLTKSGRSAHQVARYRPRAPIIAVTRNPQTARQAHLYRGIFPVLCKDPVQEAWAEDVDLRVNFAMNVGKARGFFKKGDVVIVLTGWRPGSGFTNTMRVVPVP
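Purified hPK-M2 (>95% pure) converted ADP (0.1 mM final) to ATP with 0.5 mM PEP in 50 mM imidazole pH7.2, KCl, MgCl2, Tween 20, BSA; 1 h at room temperature. ATP detected by Kinase-Glo luminescence.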
Mito fusion act: blocks mitochondrial division or promotes mitochondrial fusion; S. cerevisiae fusion-defective mutant growth rescue, CellTiterGlo 48 h; Potency, µM (doses to about 46.1 µM), for inactives: at the highest dose growth rescue (activation), most hits filed as activators; actives 0.23% (n = 320,000);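 also: potency is read from the fitted curve at half-maximal effect; % of control where 0% means no effect; nearly all actives have a fitted effect of over 45% in size; temperature-sensitive fusion mutants such as fzo1-1 at 37 °C on non-fermentable ethanol glycerol medium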
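Compounds are tested for their ability to restore growth of mitochondrial fusion-defective yeast strains at non-permissive 37C in YPEG medium over 48 hours. Viability is quantified by luciferase luminescence.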
KCNH2 3.1 inh: inhibitors of human KCNH2 3.1 potassium channel isoform. AID 720553. actives 0.95% (n = 340,000). U2OS KCNH2 3.1, thallium flux FluxOr; hits give low values. activity change, % (tested at about 1.8 µM);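 active = maximum activity change below -70%; inconclusive = maximum activity change from -70% to -50%; inactive = maximum activity change above -50%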;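 also: thallium influx rate constant from kinetic fluorescence after stimulation buffer; % is scaled to controls: 0 for no effect and ±100 for the full control effect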
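U2OS cells transduced with KCNH2 3.1 mutant virus (1.77 x 10^8 /mL, 4 h), plated overnight at 37 C, loaded 45 min with FluxOr dye plus Red40 quencher. Thallium flux rate constant from kinetic reads after stimulation buffer, normalised to controls.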
RORgamma inh: inhibitors of mouse ROR gamma transcriptional activity; P51450; Drosophila S2 Gal4-RORgamma UAS-luciferase reporter, 20 h; Potency, µM (highest dose often 53.6 µM), for the others: top-dose activity change, negative = inhibition, most hits filed as inhibitors; actives 5.4% (n = 310,000); AID 2551; also: potency is read from the fitted curve at half-maximal effect; % is scaled to controls: 0 for no effect and ±100 for the full control effect; nearly all actives have a fitted effect of over 60% in size
Target sequence (P51450 whole entry, looked up, the tested form may be a part): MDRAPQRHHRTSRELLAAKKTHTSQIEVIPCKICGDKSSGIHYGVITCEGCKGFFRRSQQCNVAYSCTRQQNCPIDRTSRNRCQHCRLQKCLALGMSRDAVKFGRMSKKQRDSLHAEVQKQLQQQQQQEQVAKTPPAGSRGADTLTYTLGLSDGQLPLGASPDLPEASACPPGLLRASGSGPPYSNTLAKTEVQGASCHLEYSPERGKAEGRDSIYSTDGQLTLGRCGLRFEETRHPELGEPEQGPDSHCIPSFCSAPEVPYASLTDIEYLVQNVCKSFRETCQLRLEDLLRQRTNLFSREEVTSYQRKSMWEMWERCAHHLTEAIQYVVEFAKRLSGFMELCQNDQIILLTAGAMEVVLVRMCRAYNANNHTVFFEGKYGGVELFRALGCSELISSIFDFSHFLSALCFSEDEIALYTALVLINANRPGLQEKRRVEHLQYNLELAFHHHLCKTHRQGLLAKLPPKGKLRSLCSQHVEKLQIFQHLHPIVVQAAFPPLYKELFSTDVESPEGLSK
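ROR gamma transcriptional activity was tracked as Gal4-UAS luciferase output in stably transfected Drosophila Schneider cells, with compound added 1 hr before 700 uM copper sulfate induction and a 20 hr ambient-temperature incubation.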
Menin-MLL TR inh: menin-MLL binding inhibition, Texas Red mutant peptide. O00255. Menin + Texas Red MLL mutant peptide, fluorescence polarization. Potency, µM (titrated, usually from 61.6 µM), inactives show at the top dose FP activity change, negative = inhibition, most hits filed as inhibitors. actives 0.23% (n = 270,000). AID 1768; active = well fitted inhibition curve with a large enough effect in the polarisation, with a control signal flat, not every such curve was filed as active; inconclusive = small, poorly fitted or top-dose-only effect, or effect the other way, or a change in a side signal; inactive = no such curve, though single readings can be large or run the other way; the % refers to the polarisation; also: potency is read from the fitted curve at half-maximal effect; % of control where 0% means no effect; many of its hits are not listed in these tables
MBNL1-CUG inh: blocks human MBNL1 binding to CUG repeat RNA | Potency, µM (highest dose often 57.5 µM), inactives show at the top dose activity change, negative = inhibition, hits mostly inhibitors | TR-FRET MBNL1-His/biotin-(CUG)12 binding, 665/545 ratio | actives 0.036% (n = 280,000) | AID 2675 | Q9NR56; active = well fitted inhibition curve with a large enough effect in the signal ratio, with a control signal flat, not every such curve was filed as active; inconclusive = small, poorly fitted or top-dose-only effect, or effect the other way, or a change in a side signal; inactive = no such curve, though single readings can be large or run the other way; the % refers to the signal ratio; also: potency is read from the fitted curve at half-maximal effect; % is scaled to controls: 0 for no effect and ±100 for the full control effect
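Compounds (final 92 nM to 58 uM) are added to His-tagged MBNL1 and biotin-(CUG)12, then terbium anti-His antibody and streptavidin-XL665 (5 nM final). After 60 min at room temperature, the 665/545 nm ratio is read.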
NPC1 prom act: activates the NPC1 promoter. actives 2.4% (n = 320,000). Potency, µM (highest dose often 9.22 µM), for inactives: at the top dose activation, usual class: activators. Huh7 NPC1 promoter luciferase reporter, 24 h;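 also: potency is read from the fitted curve at half-maximal effect; % of control where 0% means no effect; nearly all actives have a fitted effect of over 60% in size; reporter is driven by a mutant NPC1 promoter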
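NPC1 promoter–luciferase Huh7 cells; 24 h compound; luminescence.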
Gal4-VP16 FLuc: inhibits Gal4-VP16 luciferase reporter, ROR gamma counter-screen. Potency, µM (titrated, usually from 53.6 µM), inactives show at the top dose activity, negative = inhibition, usual class: inhibitors. Drosophila S2 Gal4-VP16 UAS-luciferase, luminescence, 20 h. actives 3.5% (n = 310,000);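 also: Gal4-VP16 expression switched on by copper sulfate through the metallothionein promoter; potency is read from the fitted curve at half-maximal effect; % is scaled to controls: 0 for no effect and ±100 for the full control effect; nearly all actives have a fitted effect of over 50% in size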
ELG1 repair inh: blocks ELG1-dependent DNA repair in HEK293T cells; HEK293T ELG1-luciferase reporter, luminescence, 16 h; DNA damage induced by 5-fluorouridine; Potency, µM (top dose mostly 46.1 µM), inactives show at the top dose activity change, negative = inhibition, usual class: inhibitors; actives 2.3% (n = 330,000); AID 504467; also: potency is read from the fitted curve at half-maximal effect; % is scaled to controls: 0 for no effect and ±100 for the full control effect; nearly all actives have a fitted effect of over 55% in size
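In this reporter screen, reduction of luminescence relative to DMSO vehicle indicated activity. Compounds and 5-fluorouridine were added together to 2,000 cells per well, incubated for 16 hr at 37 °C, then developed with ONE-Glo.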
Numbers without * were called inactive; u = inconclusive; x = not tested or not shown; & = joins results of further samples; [ ] = another dose, or the depositor's remark. Unless noted, calls follow the shape of the dose curve; as a rule, active = well fitted curve in the direction sought with a large enough effect; inconclusive = small, poorly fitted or top-dose-only effect, or another doubt; inactive = no such curve, though single readings can be large; an effect the other way counts as inactive or inconclusive. This is a subset; count on the stated rates, not on these rows.

SMILES | FLuc counter | Rab9 prom act | PKM2 activator | Mito fusion act | KCNH2 3.1 inh | RORgamma inh | Menin-MLL TR inh | MBNL1-CUG inh | NPC1 prom act | Gal4-VP16 FLuc | ELG1 repair inh
O=C1NC(NS(=O)(=O)c2ccccc2)(C(F)(F)F)C(=O)N1CCc1ccccc1 (stereo unspecified) | 3%&-16% | -1% | -6% | -7% | 10 | 15% | -8% | -4% | 4% | -1% | 2%
Nc1nc(CSCCO)nc(Nc2ccc(F)cc2)n1 | -4% | -5% | -5% | 0% | 0 | 32% | 5% | 3% | -3% | -6% | u
CC(Oc1ccc2c3c(c(=O)oc2c1)CCCC3)C(=O)NCc1ccccn1 (stereo unspecified) | -6% | 6% | x | 7% | -2 | -14% | x | -5% | -5% | -14% | -7%
Cc1ccc(C)c(S(=O)(=O)N2CCN(C(=O)CSc3ccccc3)CC2)c1 | 2% | 2% | 4% | 2% | -10 | -11% | x | -7% | -1% | -3% | -2%
C/C(=N\NC(=O)c1ccc(F)cc1)c1ccccn1 | 8.5µM* | -32%[inhibitor] | x | -47%[inhibitor] | 16 | 0.25µM* | -10% | 1% | u | 0.4µM* | u
CCOc1ccc(NS(=O)(=O)c2ccc(NS(=O)(=O)c3ccccc3)cc2)cc1 | -1% | 0% | 0% | 4% | -9 | 0% | u | -6% | 0% | 4% | -19%
CCn1c(-c2cc(Cl)ccc2OC)n[nH]c1=S | 1% | 5% | -9% | 3% | 21 | 6.3µM* | -11% | 4% | -1% | u | 6%
COc1ccc(-c2nc3n(c2C)Cc2ccccc2-3)cc1 | 2.4µM* | u | -3% | -9% | -19 | 11µM* | x | -3% | 2.5µM* | -13% | u
COc1ccc(-c2noc(C3CCCN(C(=O)c4cccc(C)c4)C3)n2)cc1 (stereo unspecified) | -5% | 4% | 2% | 6% | -8 | 31% | 2% | -3% | 1% | -4% | -20%
Cc1nc2cc(Cl)ccc2n1CCO | -1% | 0% | 0% | 9% | -3 | 0% | 0% | -6% | 1% | 8% | 4%
CN(C)C(=S)Nc1cccc(C(F)(F)F)c1 | -2% | 5% | -1% | -4% | 26 | -37% | x | 4% | -5% | 4% | -20%
C/C(N)=C(/C#N)C(=O)CSc1nnc(NC(C)C)s1 | u | u | 4% | 0% | -12 | 6% | -11% | -6% | u | 11% | u
O=C(CN1CCCCC1)N1CCN(c2ccccc2)CC1 | 1% | 11% | x | 0% | 3 | -11% | -19% | -1% | -1% | 7% | 28%
O=C(Nc1ncc(Cc2ccccc2Cl)s1)c1ccc(-c2cccc([N+](=O)[O-])c2)o1 | -1% | -9% | 2% | 5% | 0 | 5µM* | u | -13% | -4% | u | 13µM*
CCOC(=O)C1(C(F)(F)F)N=C(C(F)(F)F)Nc2cc(C)c(C)cc21 (stereo unspecified) | 7% | -3% | 6% | 24% | 11 | 7% | -9% | -15%[11.5 µM] | -8% | -8% | -7%
C=CCNC(=O)/C(=C/c1cccc([N+](=O)[O-])c1)NC(=O)c1ccccc1 | 1% | 0% | -4% | 10% | 6 | 17% | 12% | u | -6% | 0% | -1%
Cn1c(CNC(=O)CNC(=O)Cc2ccccc2)cc(=O)n(C)c1=O | 3% | -2% | 4%[0.46 µM] | -1% | 1 | -23% | 7% | -3% | 0% | -5% | 0%
COC(=O)c1ccc(C2c3c(n[nH]c3C)C(=O)N2c2ccc(C)cc2)cc1 (stereo unspecified) | 4% | -1% | -1% | -1% | -18 | 1% | -10%[11.7 µM] | -2% | -1% | 3% | -5%
Cc1c(C(=O)O)sc2nc(C)n(C)c(=O)c12 | 0% | 8% | -1% | 2% | 10 | -15% | x | 10% | 0% | 2% | -5%
Fc1ccc2c(c1)C(c1cccnc1)=NNC(c1cccs1)=N2 | -10% | -1% | -4% | 2% | 9 | u | -3% | 29% | -2% | -4% | -25%
O=c1c2ccccc2ncn1-c1ccccc1C(F)(F)F | -2% | -5% | 1% | 4% | 6 | -1% | -1% | -5% | -7% | 18% | 15%
Cc1ccc(-c2ccc(=O)n(Cc3ccc(F)cc3)n2)cc1 | 1%&-4% | 0% | x | 13% | 9 | -20% | 3% | 12% | 0% | -25% | -6%
O=C(COc1ccc(Cl)cc1)NCCCNC(=O)c1ccncc1 | 1% | 0% | x | 6% | -6 | 25% | -1% | 0% | 0% | -13% | -3%
CC(Sc1nnc(-c2ccccc2Br)o1)C(=O)N1CCOCC1 (stereo unspecified) | -13% | 9% | 2% | 2% | -4 | 0% | 0% | -2% | 4% | -5% | 6%
O=[N+]([O-])c1cccc(-c2noc3c2-c2nc(Cc4cccc5ccccc45)sc2CC3)c1 | -5% | -3% | x | 4% | 31 | x | x | x | 0% | x | u
Further entries
SMILES | FLuc counter | Rab9 prom act | PKM2 activator | Mito fusion act | KCNH2 3.1 inh | RORgamma inh | Menin-MLL TR inh | MBNL1-CUG inh | NPC1 prom act | Gal4-VP16 FLuc | ELG1 repair inh
COc1cc(NC(=O)COC(=O)Cc2ccc(-c3ccccc3)cc2)cc(OC)c1 | u | -1% | 6% | u | -2 | -3% | u | x | -7% | -19% | -7%
CCc1cc(SC#N)cc(CC)c1NC(=O)CCl | -2% | -7% | -7% | 8% | -10 | u | -11% | -28% | -1% | 20µM* | u
CC1C(Br)C(=O)NC(=O)N1Cc1ccccc1 (stereo unspecified) | 1% | -2% | 3% | -5% | 20 | 17% | -9% | -9% | 0% | 19% | -2%
CN(CC(=O)Nc1ccc(OC(F)(F)F)cc1)C(=O)Cc1ccc2c(c1)CCC2 | x | 2% | x | -5% | -9 | x | x | x | 2% | x | -8%
O=C(Nc1ccccc1N1CCOCC1)C1=NN(c2ccccc2)C(=O)CC1 | -2% | 3% | x | 5% | -18 | x | x | x | -3% | x | -24%
COC(=O)C1=C(C)Nc2c(c(=O)n(C)c(=O)n2C)C1c1cccnc1 (stereo unspecified) | 2% | -2% | -6% | -1% | -7 | 11% | -9% | -22% | -1% | -3% | 16%
NCCCC[C@@H]1NC(=O)[C@H](CCC(=O)O)NC(=O)c2cc([N+](=O)[O-])cc(I)c2SC[C@@H](C(=O)NCC(N)=O)NC1=O | 4% | 0% | -6% | 2% | 12 | -13% | 9% | u | -2% | -2% | 13%
Cc1ccc(-c2noc(CCC(=O)NCC3CCN(Cc4cccc(C)c4)CC3)n2)cc1 | -2% | -4% | -11% | -5% | -31 | -2% | -8% | -1% | -9% | u | u
CC(=O)n1cc([C@@H]2C=C(C(=O)N3CCOCC3)O[C@H](OCc3ccc(CO)cc3)C2)c2ccccc21 | 1% | -4% | 2% | -1% | x | 0% | u | -11% | -1% | -19% | u
COc1ccc(NC(=O)Cn2nnc(C(=O)NCCc3ccc(OC)c(OC)c3)c2N)c(OC)c1 | 3% | 15% | 4% | 23% | 1 | -9% | 22% | -5% | -2% | -1% | 6%
CCn1c(SCC(=O)N2CCCC(C)C2)nnc1-c1ccc(S(=O)(=O)N2CCN(C)CC2)cc1 (stereo unspecified) | 0% | 1% | -17% | -3% | -12 | 2% | -10% | -9% | 4% | -2% | 1%
CC(=O)Nc1ccc(CN2CCC(Oc3ccc(C(=O)N4CCCC4)cc3)CC2)cc1 | -3% | 0% | 0% | -2% | 9 | -12% | x | -8% | -6% | -13% | 1%

Reprinted at random: three compounds from above, in no set order.
SMILES | FLuc counter | Rab9 prom act | PKM2 activator | Mito fusion act | KCNH2 3.1 inh | RORgamma inh | Menin-MLL TR inh | MBNL1-CUG inh | NPC1 prom act | Gal4-VP16 FLuc | ELG1 repair inh
CN(CC(=O)Nc1ccc(OC(F)(F)F)cc1)C(=O)Cc1ccc2c(c1)CCC2 | x | 2% | x | -5% | -9 | x | x | x | 2% | x | -8%
CC(=O)n1cc([C@@H]2C=C(C(=O)N3CCOCC3)O[C@H](OCc3ccc(CO)cc3)C2)c2ccccc21 | 1% | -4% | 2% | -1% | x | 0% | u | -11% | -1% | -19% | u
O=C(Nc1ccccc1N1CCOCC1)C1=NN(c2ccccc2)C(=O)CC1 | -2% | 3% | x | 5% | -18 | x | x | x | -3% | x | -24%
